Screening data deposited in PubChem by National Center for Advancing Translational Sciences (NCATS).
rTrxR1 inhibitor: rat TrxR1 inhibition. 1% of 390,000 active. recombinant rTrxR1, NADPH fluorescence consumption, selenite substrate. Potency, µM (top dose mostly 114 µM), without a hit: at the top dose activity change, negative = inhibition, usual class: inhibitors; note: % is set by controls: 0 for no effect and ±100 for the full control effect; nearly all actives have a fitted effect of over 65% in size
Target sequence (O89049 whole entry, looked up): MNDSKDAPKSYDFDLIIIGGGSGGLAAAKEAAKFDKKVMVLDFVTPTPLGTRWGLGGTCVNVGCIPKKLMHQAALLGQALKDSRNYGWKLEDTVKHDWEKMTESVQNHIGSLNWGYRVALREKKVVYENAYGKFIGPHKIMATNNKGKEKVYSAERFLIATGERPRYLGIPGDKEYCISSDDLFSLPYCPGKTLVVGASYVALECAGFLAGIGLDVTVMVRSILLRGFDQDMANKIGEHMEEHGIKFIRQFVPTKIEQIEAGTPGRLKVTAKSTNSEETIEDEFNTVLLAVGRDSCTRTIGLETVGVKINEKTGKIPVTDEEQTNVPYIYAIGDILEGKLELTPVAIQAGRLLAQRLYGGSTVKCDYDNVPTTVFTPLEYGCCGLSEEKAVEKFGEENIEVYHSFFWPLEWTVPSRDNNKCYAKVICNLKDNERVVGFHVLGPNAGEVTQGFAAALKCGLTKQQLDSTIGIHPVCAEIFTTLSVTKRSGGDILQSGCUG
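Rat TrxR1 (90 nM in the dispensed reagent) was pre-reduced with 400 uM NADPH for 5 min at room temperature, then incubated with compound for 15 min. After 400 uM selenite was added, NADPH fluorescence (Ex 340/Em 450 nm) was followed for 8 min.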
Vif-A3F inh: inhibitors of Vif-A3F interaction. AID 602313. HeLa A3F-eYFP + Vif (tagged APOBEC3F with the HIV-1 protein that degrades it), YFP fluorescence increase. 0.2% of 390,000 active. Potency, µM (top dose mostly 46.1 µM), for the others: top-dose activity, negative = active; note: % of control where 0% means no effect; nearly all actives have a fitted effect of over 65% in size
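HeLa cells stably expressing Vif plus C-terminally eYFP-tagged A3F were seeded, incubated overnight at 37 deg C, dosed with compound, incubated overnight again at 37 deg C. Yellow fluorescence (Ex 488/Em 500-530) reported blocked Vif-mediated A3F-eYFP degradation.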
ALOX12 inh: inhibitors of human 12S-lipoxygenase ALOX12 | Potency, µM (doses to about 108 µM), without a hit: top-dose activity change, negative = inhibition, usual class: inhibitors | P18054 | AID 1671190 | purified 12hLO, xylenol orange hydroperoxide absorbance | 1.1% of 580,000 active; note: % is set by controls: 0 for no effect and ±100 for the full control effect
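Purified human 12hLO (150 nM final) in 25 mM Hepes, 0.01% Triton X-100, pH 7.0 was preincubated 15 min at room temperature with compound. Then 40 uM arachidonic acid was added, 30 min. Hydroperoxide was read by Fe-XO absorbance ratio 573/405 nm.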
TrxR1 substrate: rat thioredoxin reductase 1 substrate activity; purified TrxR1 substrate turnover, NADPH consumption readout; AID 588456; 0.01% of 390,000 active; O89049; Potency, µM (highest dose often 114 µM), inactives show at the highest dose activity change, negative = substrate turnover; note: % is set by controls: 0 for no effect and ±100 for the full control effect; nearly all actives have a fitted effect of over 50% in size
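Rat TrxR1, dispensed at 90 nM, was prereduced with 400 uM NADPH (final) for 5 min at ~22 deg C, then incubated with compound 15 min before 400 uM selenite. A first-read NADPH fluorescence drop versus no-compound background flagged substrates.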
mIDH1 inhibitor: blocks human mutant IDH1 R132H enzyme | O75874 | 0.093% of 390,000 active | IDH1-R132H enzyme, NADPH consumption, diaphorase/resazurin fluorescence | Potency, µM (highest dose often 76.6 µM), without a hit: top-dose activity change, negative = inhibition, most hits filed as inhibitors | AID 602179; note: % is set by controls: 0 for no effect and ±100 for the full control effect; nearly all actives have a fitted effect of over 65% in size
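IDH1-R132H (0.5 ug/mL) preincubated 30 min with compound, then NADPH (0.016 mM) and alpha-KG (2 mM) added; 80 min at RT, pH 7.5. Remaining NADPH coupled via diaphorase/resazurin to fluorescence (540/590 nm); concentration-response curves normalized to no-enzyme control.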
RGS4 inh: blocks human RGS4-accelerated GTP hydrolysis; P49798; Transcreener GDP fluorescence polarization, RGS4-accelerated GTP hydrolysis; Potency, µM (highest dose often 114 µM), for inactives: top-dose activity change, negative = inhibition, actives largely listed as inhibitors; 0.039% of 390,000 active; AID 504845; note: % is set by controls: 0 for no effect and ±100 for the full control effect; nearly all actives have a fitted effect of over 75% in size; some results filed as inactive show a strong effect at the top dose
Target sequence (P49798 whole entry, looked up): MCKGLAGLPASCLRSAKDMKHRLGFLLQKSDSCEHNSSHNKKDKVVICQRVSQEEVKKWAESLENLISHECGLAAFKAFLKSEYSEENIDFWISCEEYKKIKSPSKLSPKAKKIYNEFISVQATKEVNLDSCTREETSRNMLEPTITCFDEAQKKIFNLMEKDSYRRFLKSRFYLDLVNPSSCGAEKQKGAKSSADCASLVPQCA
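MLSMR compounds (23 nl, pin-transferred) preincubated 10 min at room temperature with a 500nM (2x) first reagent, then RGS4 at 900nM (2x) plus Transcreener GDP mix added; fluorescence polarization (620/688 nm) read before and after 90 min at 30 °C.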
Vif-APOBEC3G blk: Vif-A3G binding inhibition | Q9HC16 | HeLa A3G-eYFP + Vif (tagged APOBEC3G with the HIV-1 protein that degrades it), YFP fluorescence, overnight | 0.076% of 410,000 active | AID 602310 | Potency, µM (doses to about 46.1 µM), inactives show at the top dose activity, negative = active, most hits filed as inhibitors;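 note: % is set by controls: 0 for no effect and ±100 for the full control effect; nearly all actives have a fitted effect of over 60% in size; hits raise eYFP signal because A3G escapes Vif-driven loss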
Target sequence (Q9HC16 whole entry, looked up): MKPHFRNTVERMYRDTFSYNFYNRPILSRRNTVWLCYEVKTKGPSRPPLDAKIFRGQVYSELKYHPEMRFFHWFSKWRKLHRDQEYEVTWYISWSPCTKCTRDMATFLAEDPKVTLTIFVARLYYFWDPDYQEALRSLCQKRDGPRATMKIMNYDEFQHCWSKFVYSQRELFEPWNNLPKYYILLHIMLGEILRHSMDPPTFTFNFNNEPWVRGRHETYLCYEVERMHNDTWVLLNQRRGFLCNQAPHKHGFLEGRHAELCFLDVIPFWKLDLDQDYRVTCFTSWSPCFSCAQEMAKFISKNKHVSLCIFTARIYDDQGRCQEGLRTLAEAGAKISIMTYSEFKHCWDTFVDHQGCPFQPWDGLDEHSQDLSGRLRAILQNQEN
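Read-out is eYFP fluorescence (Ex 488/Em 500-530) from Vif-expressing HeLa A3G-eYFP cells; more signal means A3G escaped Vif-mediated degradation. Cells plated overnight, compound pinned in, incubated overnight at 37 deg C.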
USP1 inh: blocks the human USP1/UAF1 deubiquitinase complex. recombinant USP1/UAF1, Ub-Rhodamine cleavage fluorescence. Potency, µM (doses to about 57.1 µM), for the others: top-dose activity change, negative = inhibition, actives largely listed as inhibitors. 0.23% of 390,000 active. AID 743255; note: % is set by controls: 0 for no effect and ±100 for the full control effect; nearly all actives have a fitted effect of over 60% in size; inactives centre near -12
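Step one: compound is pinned into 1nM USP1/UAF1 in HEPES pH 7.8 buffer with TCEP. Step two: 15 min room-temperature incubation. Step three: Ub-Rho (150nM final) starts cleavage, tracked by fluorescence over six one-minute reads.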
RXFP1 agonist: activates the human relaxin receptor RXFP1; 0.3% of 370,000 active; HEK293T-RXFP1 cAMP TR-FRET, 30 min; response scale: percent of porcine relaxin response, buffer zero; AID 2676; Potency, µM (titrated, usually from 57.5 µM), inactives show at the top dose activation, actives largely listed as activators; note: % is set by controls: 0 for no effect and ±100 for the full control effect; nearly all actives have a fitted effect of over 60% in size; many of its hits are not listed in these tables
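Agonist response is measured as cAMP accumulation in an RXFP1-transfected HEK293T line under PDE4 inhibition. Values are scaled between buffer-only and 29 nM porcine relaxin, and EC50s come from standard Hill equation fits.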
An asterisk follows results filed as active; u = inconclusive; x = no result given; & = joins results of further samples; [ ] = remark or other dose. Calls come from the whole dose curve; as a rule, active = well fitted curve in the direction sought with a large enough effect; inconclusive = small, poorly fitted or top-dose-only effect, or another doubt; inactive = no such curve, though single readings can be large; an effect the other way counts as inactive or inconclusive. Potency is the fitted concentration of half-maximal effect. Only part of the results is shown; count on the stated rates, not on these rows.

#	molecule	rTrxR1 inhibitor	Vif-A3F inh	ALOX12 inh	TrxR1 substrate	mIDH1 inhibitor	RGS4 inh	Vif-APOBEC3G blk	USP1 inh	RXFP1 agonist
1	CC(C)(C)n1ncc2c(=O)n(CC(=O)Nc3ccc4c(c3)OCCO4)cnc21	2%	2%	13%	-8%	6%	0%	4%	-23%	-0.8%
2	O=C(Nc1ccccc1O)c1cc2cc(Br)ccc2oc1=O	7%[57.1 µM]	-2%	-20%	0%[2.29 µM]	-11%	2%	-3%	u	5.1%
3	O=C(Nc1nc2ccc(F)cc2s1)C1=COCCO1	-3%	8%	-12%	-3%	9%	-17%	0%	-5%	-0.1%
4	CSc1ccccc1NC(=O)Nc1ccccc1Cl	27%	-5%	-24%&5%	4%	4%	-9%	0%	-22%	-2.1%
5	CCN1C(=O)/C(=C2\C=Cc3ccccc3N2CC)SC1=S	-8%[57.1 µM]	1%	-6%	-1%[57.1 µM]	6%	-9%	-2%	-3%	-0.8%
6	Cc1nc(N2N=C3/C(=C/c4ccc(F)cc4)CCCC3C2c2ccc(F)cc2)sc1C(=O)N(C)C (configuration not stated)	-24%	-19%	u	-6%	-10%	-21%	-24%	u	12%
7	CC[C@H](C)C(C(=O)N1CCN(C(=O)OC(C)(C)C)CC1)n1cc(C(CO)NC(=O)OC(C)(C)C)nn1 (some centres not stated)	-11%[57.1 µM]	7%	-6%	-2%[57.1 µM]	-6%	-5%	-3%	5%	-1.1%
8	CCCc1cc(=O)[nH]c(SCCOc2ccc(OCC)cc2)n1	0%	-5%	0%	-2%	-3%	15%	0%	-10%	-1.5%
9	Cc1c(Br)cc(C(=O)OC2CCN(C)CC2)c(C)c1C	-4%[57.1 µM]	6%	-16%	-2%[57.1 µM]	5%	15%	-4%	-13%	0.8%
10	COc1cccc(NC(=O)CS(=O)(=O)c2cn(CC(=O)N3CCOCC3)c3ccccc23)c1	-25%	5%	1%	-10%	1%	-11%	2%	-21%	1.9%
11	CC1CCCC(C)N1C(=O)Cn1c(SCC(=O)Nc2ccc3c(c2)OCO3)nc2ccccc21 (configuration not stated)	10%	-5%	3%	3%[57.1 µM]	-3%	-13%	1%	-11%	1.8%
12	CCC(=O)c1ccc(OCC(=O)OCC(=O)NCCCc2ccccc2)cc1	4%	5%	4%	2%	3%	-2%	1%	-23%	5.6%
13	COc1ccc(N/N=C(/C(C)=O)N2CCCc3ccccc32)cc1	-4%	0%	-45%	2%[57.1 µM]	10%	10%	-15%	-8%	0.4%
14	COc1ccc(-c2noc(-c3ccccc3C(=O)NCC3CCCO3)n2)cc1 (configuration not stated)	11%	9%	0%	1%	-12%	27%	2%	-3%	2.1%
15	CC(=O)c1ccc(NC(=O)CCc2c(C)nn(-c3ccc(N4CCCCC4)nn3)c2C)cc1	19%[57.1 µM]	0%	0%	2%[57.1 µM]	0%	-18%	-2%	-1%	1.8%
16	C=CCN(CC=C)Cc1ccc(C(=O)OC)o1	6%[57.1 µM]	7%	10%	-10%[57.1 µM]	9%	-18%	5%	-18%	1.7%
17	COc1ccccc1NC(=S)N(Cc1ccc(C)cc1)Cc1ccccn1	12%[11.4 µM]	9%	-1%	4%[11.4 µM]	-8%	-9%	1%	-24%	-1.5%
18	Cn1c(=O)c(C(=O)CN2CCc3ccccc32)c(N)n(Cc2ccccc2)c1=O	8%[57.1 µM]	-3%	-18%	-5%[57.1 µM]	2%	u	0%	-22%	-0.1%
19	CCCCc1cc(=O)oc2cc(C)cc(OCC(=O)N3C[C@H]4C[C@@H](C3)c3cccc(=O)n3C4)c12	3%	-8%	-4%	68%[activator]	-2%	33%	2%	13%	1.9%
20	COc1ccc(CCNS(=O)(=O)c2ccc(N3CCCC3=O)cc2)cc1	13%[57.1 µM]	-2%	0%	-13%	9%	-1%[11.4 µM]	0%	-3%	x
21	Cc1oc2cc3oc(=O)c(CC(=O)NCCCC(=O)O)c(C)c3cc2c1C	1%	21%	53%[activator]	5%	-3%	14%	-1%	-26%	0.9%
22	CN1CCN(CC(=O)Nc2nc3ccccc3s2)CC1	19%	8%	-2%	-13%[2.29 µM]	12%	-8%	0%	-11%	0.0%
23	C1CCc2c(c(N3CCOCC3)nc3sc4c(N5CCOCC5)nnnc4c23)C1	10%[57.1 µM]	12%	20%	9%[57.1 µM]	0%	-9%	1%	-2%	x
24	O=C(CSc1nnc(NC(=O)c2ccc3c(c2)OCO3)s1)NCc1ccco1	7%[57.1 µM]	-2%	8%	11%[57.1 µM]	2%	4%	-11%	-2%	14%
25	OC(CNC1CCCC1)COc1c(F)cc(Br)cc1F (configuration not stated)	6%[57.1 µM]	-9%	u	1%[57.1 µM]	0%	19%	0%	2%	-0.2%

Three entries already listed, arranged by the value under Vif-APOBEC3G blk, rising:
nr	Molecule	rTrxR1 inhibitor	ALOX12 inh	TrxR1 substrate	RGS4 inh	Vif-APOBEC3G blk	USP1 inh	RXFP1 agonist
9	Cc1c(Br)cc(C(=O)OC2CCN(C)CC2)c(C)c1C	-4%[57.1 µM]	-16%	-2%[57.1 µM]	15%	-4%	-13%	0.8%
15	CC(=O)c1ccc(NC(=O)CCc2c(C)nn(-c3ccc(N4CCCCC4)nn3)c2C)cc1	19%[57.1 µM]	0%	2%[57.1 µM]	-18%	-2%	-1%	1.8%
3	O=C(Nc1nc2ccc(F)cc2s1)C1=COCCO1	-3%	-12%	-3%	-17%	0%	-5%	-0.1%

(list continues)
Field names: A = rTrxR1 inhibitor; B = Vif-A3F inh; C = ALOX12 inh; D = TrxR1 substrate; E = mIDH1 inhibitor; F = RGS4 inh; G = Vif-APOBEC3G blk; H = USP1 inh; I = RXFP1 agonist
26: COc1ccc(OC)c(CNC(=O)C2CCCN(c3ncnc4c3nc3n4CCCCC3)C2)c1 (configuration not stated)
  A: 11% | B: -8% | C: 11% | D: 7% | E: 0% | F: -4% | G: 1% | H: -22% | I: 0.4%
27: COc1cc(C(=O)Nc2sc3c(c2C(N)=O)CCC(C)C3)cc(OC)c1OC (configuration not stated)
  A: 20% | B: 4% | C: 0% | D: 34% | E: 0% | F: -22% | G: -6% | H: -5% | I: 14%
28: COc1ccc(N(CC(=O)NC2CCCC2)C(=O)CCC(=O)Nc2cc(C)on2)c(OC)c1
  A: 6% | B: -3% | C: 0% | D: -2% | E: 4% | F: -13%[11.4 µM] | G: -3% | H: -22% | I: 0.7%
29: CCCc1cc(=O)oc2cc(C)cc(OCC(=O)N3CCC(C(=O)O)CC3)c12
  A: 6% | B: 4% | C: 16% | D: 215%[activator] | E: 5% | F: -6% | G: 0% | H: -16% | I: 6.8%
30: CNC(=S)Nc1ccc(OC)c(OC)c1
  A: u | B: -1% | C: u | D: -8% | E: 8% | F: 20% | G: -5% | H: -15% | I: 0.6%
31: Cc1cc(C(=O)N/N=C/c2cc(Cl)cc([N+](=O)[O-])c2O)n[nH]1
  A: 10% | B: -21% | C: -21% | D: -2% | E: -8% | F: -5% | G: -1% | H: -27% | I: 0.5%
32: CCn1c(COc2ccc(Cl)cc2)nnc1SCc1nc2ccccc2[nH]1
  A: -8% | B: -4% | C: -4% | D: -11% | E: -5% | F: 11% | G: 5% | H: -2% | I: -0.1%
33: CC(C)(C)C(=O)Nc1ccc(Cc2ccncc2)cc1
  A: 17% | B: 3% | C: 26% | D: -1% | E: -3% | F: -20%[56.9 µM] | G: -1% | H: -9% | I: x
34: COc1ccc(-c2noc(-c3ccc(N4CCN(C)CC4)c([N+](=O)[O-])c3)n2)cc1OC
  A: 9% | B: -1% | C: -27% | D: 0% | E: -15% | F: 19% | G: -9% | H: -18% | I: 0.3%
35: C/C(=N/NC(=O)c1ccc(Cl)s1)c1cccnc1
  A: 35% | B: -6% | C: 450%[activator] | D: 4% | E: 6% | F: -9% | G: 1% | H: -10% | I: -0.6%
36: COc1cc(CCC(=O)OCC(=O)Nc2sccc2C(N)=O)cc(OC)c1OC
  A: -5% | B: 2% | C: 6% | D: -7% | E: -5% | F: 0% | G: 2% | H: -7% | I: 1.6%

Complete entries, looked up by structure.
Shown for COc1cc(CCC(=O)OCC(=O)Nc2sccc2C(N)=O)cc(OC)c1OC = rTrxR1 inhibitor = -5%; Vif-A3F inh = 2%; ALOX12 inh = 6%; TrxR1 substrate = -7%; mIDH1 inhibitor = -5%; RGS4 inh = 0%; Vif-APOBEC3G blk = 2%; USP1 inh = -7%; RXFP1 agonist = 1.6%
Shown for CCCc1cc(=O)oc2cc(C)cc(OCC(=O)N3CCC(C(=O)O)CC3)c12 = rTrxR1 inhibitor = 6%; Vif-A3F inh = 4%; ALOX12 inh = 16%; TrxR1 substrate = 215%[activator]; mIDH1 inhibitor = 5%; RGS4 inh = -6%; Vif-APOBEC3G blk = 0%; USP1 inh = -16%; RXFP1 agonist = 6.8%
Shown for COc1ccc(N(CC(=O)NC2CCCC2)C(=O)CCC(=O)Nc2cc(C)on2)c(OC)c1 = rTrxR1 inhibitor = 6%; Vif-A3F inh = -3%; ALOX12 inh = 0%; TrxR1 substrate = -2%; mIDH1 inhibitor = 4%; RGS4 inh = -13%[11.4 µM]; Vif-APOBEC3G blk = -3%; USP1 inh = -22%; RXFP1 agonist = 0.7%
